Source: PubChem BioAssay
DNA FID counter = fluorescent intercalator displacement, NS3 helicase counter-screen; DNA fluorescent intercalator displacement, fluorescence; inhibition, % at 7.9 µM; actives 0.17% (n = 290,000); in the data active = inhibition above about 37%;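 note: 0% = vehicle and 100% = reference compound; higher means more ethidium bromide displaced from hairpin DNA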
MEKK3 PB1 HTS = modulators (inhibitors or enhancers) of MEK5 binding to human MEKK3 PB1 domain. actives 1.4% (n = 290,000). binding response (% of control), % at 10 µM. bead-based flow cytometry, Alexa488-MEK5 binding to MEKK3; actives lie on both sides; 0 = blocked by unlabeled MEK5, 100 = vehicle;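 active = binding response more than 3 SD above or below the average of its plate-row segment, actives on both sides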;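 note: Alexa488 bead fluorescence after subtracting the streptavidin-only scavenger bead signal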
Target sequence (Q99759 whole entry, looked up, the tested form may be a part): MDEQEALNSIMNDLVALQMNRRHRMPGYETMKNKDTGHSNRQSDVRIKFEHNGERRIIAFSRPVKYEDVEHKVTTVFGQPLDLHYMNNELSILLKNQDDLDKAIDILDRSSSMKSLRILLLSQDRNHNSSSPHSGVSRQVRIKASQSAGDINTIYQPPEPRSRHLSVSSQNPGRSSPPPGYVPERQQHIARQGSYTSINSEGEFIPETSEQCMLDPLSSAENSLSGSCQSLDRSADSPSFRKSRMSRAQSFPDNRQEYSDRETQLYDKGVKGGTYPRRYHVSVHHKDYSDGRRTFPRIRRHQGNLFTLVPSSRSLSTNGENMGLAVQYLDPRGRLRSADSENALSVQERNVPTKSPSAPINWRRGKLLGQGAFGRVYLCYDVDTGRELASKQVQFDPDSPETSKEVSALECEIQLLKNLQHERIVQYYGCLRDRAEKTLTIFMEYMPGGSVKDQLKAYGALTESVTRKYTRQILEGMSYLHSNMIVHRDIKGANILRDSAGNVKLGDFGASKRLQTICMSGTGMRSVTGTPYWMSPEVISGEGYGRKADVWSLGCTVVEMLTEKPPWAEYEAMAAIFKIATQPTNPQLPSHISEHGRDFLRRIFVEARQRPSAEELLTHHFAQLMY
GalR3 antagonist = human GalR3 antagonism. O60755. HEK293 GalR3-CNG cAMP membrane potential fluorescence; galR3 body fused to GalR1 C-terminus. inhibition, % at 3 µM. actives 0.44% (n = 360,000). AID 651719;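 active = inhibition above the screen-wide average plus 3 SD, cut at about 13% in these data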;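 note: forskolin and galanin both at EC90 stimulate the cells; cAMP rise reported by CNG channel membrane potential dye signal; 0% = forskolin plus galanin with DMSO and 100% = forskolin alone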
Target sequence (O60755 1-299 limits assumed): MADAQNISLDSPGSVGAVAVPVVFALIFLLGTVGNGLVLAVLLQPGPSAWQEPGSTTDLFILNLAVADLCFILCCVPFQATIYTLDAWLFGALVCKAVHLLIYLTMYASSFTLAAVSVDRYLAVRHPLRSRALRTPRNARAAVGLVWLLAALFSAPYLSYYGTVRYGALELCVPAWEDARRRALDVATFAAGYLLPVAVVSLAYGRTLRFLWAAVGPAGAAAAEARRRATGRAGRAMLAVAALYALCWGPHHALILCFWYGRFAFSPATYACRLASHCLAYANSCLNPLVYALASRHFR
CRFR2-BP ag = agonists of human CRF-binding protein/CRF-R2 receptor complex; HEK293 CRF-R2/CRF-BP, calcium dye fluorescence (FLIPR); percent of saturating CRF peptide response; activation, % at 13.2 µM; actives 0.46% (n = 350,000); AID 588473;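 active = activation of at least 50%, plus an integration ratio under a set limit after plate pattern correction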;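 note: plate controls were neutral control wells without compound for no effect and CRF at EC100 for full effect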
MEKK2mut PB1 HTS = signal of MEK5 binding to mutant human MEKK2 PB1 domain | bead flow cytometry, Alexa488-MEK5 binding to MEKK2 mutant | percent response, % at 10 µM | actives 0.35% (n = 290,000) | AID 1530; in the data active = percent response above about 24%, passing the limit was not always enough; note: inactives centre near 1; some results filed as inactive read as strong as hits
NS3 helicase inh = inhibitors of Hepatitis C virus NS3 helicase | NS3 helicase DNA unwinding, Cy5 molecular beacon fluorescence | inhibition, % at 10.9 µM | actives 0.56% (n = 290,000) | AID 1800;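 active = inhibition above the mean of all tested compounds plus 3 SD, set per campaign, cut at about 35% in these data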;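 note: 0% = DMSO wells and 100% = thioflavine S control wells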
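System: Hepatitis C virus NS3 helicase domain fragment enzyme | Reagent: Annealed dual-labelled DNA beacon duplex, ATP-started | Compound dosing: 10.9 µM single point, 0.8% DMSO | Incubation: 1 h reaction at 25 °C, ATP-initiated | Technique: Cy5 fluorescence | Evaluation: Percent inhibition from t60/t0 fluorescence ratio | Benchmarks: Low DMSO, high thioflavine S at 110 µM | Replication: Singlicate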
MEKK2 WT-MEK5 = raises or lowers MEK5 binding to wildtype human MEKK2 PB1 domain. Q9Y2U5. bead flow cytometry, Alexa488-MEK5 binding to MEKK2 WT; actives lie on both sides. binding response (% of control), % at 10 µM. actives 1.1% (n = 290,000). AID 1531; in the data active = binding response below about 67% or above about 130%
SUMO HTRF inh = blocks human SUMOylation mediated by UBC9; actives 0.36% (n = 290,000); AID 2006; HTRF SUMOylation assay, SAE1/SAE2 + UBC9, in vitro; inhibition, % at 35 µM; in the data active = inhibition above about 50%, passing the limit was not always enough; note: strong numbers were not always called active
Target sequence (P63279 whole entry, looked up): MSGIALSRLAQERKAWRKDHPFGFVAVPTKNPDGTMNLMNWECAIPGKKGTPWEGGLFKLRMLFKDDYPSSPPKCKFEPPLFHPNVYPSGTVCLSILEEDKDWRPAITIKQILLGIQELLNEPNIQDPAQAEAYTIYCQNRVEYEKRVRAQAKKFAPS
CRFBP-R2 block = antagonists of CRF-binding protein/CRF-R2 receptor complex. inhibition, % at 11.8 µM. actives 0.59% (n = 350,000). HEK293 CRF-R2/CRF-BP, CRF-induced calcium fluorescence;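 active = inhibition of the ligand-induced calcium signal above about 50% at the single tested concentration, limit read from the data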
* hit, by the source's call; · = not tested or not shown. Some of the compounds tested; count on the stated rates, not on these rows.

SMILES	DNA FID counter	MEKK3 PB1 HTS	GalR3 antagonist	CRFR2-BP ag	MEKK2mut PB1 HTS	NS3 helicase inh	MEKK2 WT-MEK5	SUMO HTRF inh	CRFBP-R2 block
O=c1c(-c2ccccc2)coc2cc(O)ccc12	-1	106	-6	-1.3	4	-7	96	20	1
C=CCn1c(C)cc(C(=O)CSc2nnc(Cc3ccccc3)o2)c1C	-17	100	-1	-0.7	-3	-3	94	20	56*
Cc1cc(=O)[nH]c(-c2ccccc2)n1	1	105	1	-0.6	12	-1	107	22	-16
Cc1[nH]n(-c2ccccc2)c(=O)c1/C=N/N1C(=O)c2ccc3c4c(ccc(c24)C1=O)CC3	4	108	-1	18	0	3	95	11	20
C=CC[N+](C)(C)C/C(Cl)=C(\Cl)c1ccccc1	7	101	-3	1.9	5	-1	107	15	4
CCc1ccc(CNC(=O)C2Cc3cc(S(=O)(=O)N4CCCC4)ccc3N2C(C)=O)cc1 (stereo not drawn)	-50	103	-5	-0.8	1	4	104	-2	-1
CCOc1ccc(N/N=C(/C#N)C(N)=O)cc1	-13	100	-3	-0.4	3	2	99	0	6
C/C(=N\Nc1nncc2ccccc12)c1cccc(OC(F)F)c1	-11	107	-3	0.4	1	-4	105	4	-15
COc1ccc(NCc2nnc(SCC(=O)Nc3nc(-c4ccccc4)cs3)n2-c2ccccc2)cc1	-5	81	-5	-3.4	1	1	102	13	19
COc1ccc(-c2cc(C(=O)N3CCCCC3)c3ccccc3n2)cc1OC	-30	99	1	0.9	-6	-1	98	9	-2
COC(=O)c1cc(C(=O)N2CCN(c3ncccn3)CC2)cc([N+](=O)[O-])c1	-3	101	-9	1.5	-1	-3	105	-3	-2
CCOc1ccc(N(CC)C(=O)COc2cc(=O)n(C)c3ccccc23)cc1	-32	94	-3	-0.6	-10	0	98	-11	11
CC(C)CC(NC(=O)CC12CC3CC(CC(C3)C1)C2)C(=O)NC1=NCCS1 (stereo not drawn)	-32	107	-3	0.9	5	2	111	17	-27
CCOC(=O)c1cnc2cc(F)c(F)cc2c1N1CCN(C)CC1	2	107	-5	·	6	-7	105	31	·
Cc1cc(C)c(C#N)c(OCC(=O)c2ccccc2)n1	-9	101	-3	0.7	2	-2	94	10	2
COc1ccc(NC(=O)[C@@]2(CC(=O)O)CC(/C=C/c3ccccc3)=NO2)cc1	-22	110	-10	-1.1	0	0	106	3	6
COC(=O)CN(c1ccccc1)S(=O)(=O)c1ccc(F)cc1	-7	96	-1	-2.5	-2	-2	101	2	28
CCCN(CCC)CCCNC(=O)CC(C(=O)N1CCc2ccccc21)n1ccnc1 (stereo not drawn)	3	97	-6	2.0	4	-1	98	3	-3
Cc1[nH]c2ccccc2c1/C=N/Nc1ccc([N+](=O)[O-])cc1S(=O)(=O)Nc1ccc(Cl)cc1	3	80	4	109*	-4	4	·	20	-141
c1ccc(-c2nnc(N3CCOCC3)nc2-c2ccccc2)cc1	-21	99	-8	-1.0	3	2	101	-8	-1
Cc1ccc(NC(=S)N2CCOCC2)cc1	3	98	-4	-3.2	-1	-10	99	-3	13
O=C(CCSc1nnc(-c2ccco2)o1)N1CCOCC1	9	115	-2	1.1	-1	-3	105	4	10
O=c1c2ccccc2[nH]c(=S)n1CC1CCCO1 (stereo not drawn)	-4	107	2	-1.9	17	1	108	·	15
COc1cccc(CC2(CO)CCCN(Cc3sc(N4CCCC4)nc3Cl)C2)c1 (stereo not drawn)	-4	106	0	0.5	0	-9	108	3	8
CCOc1ccc(-n2cnnn2)cc1S(=O)(=O)N1CCC(C)CC1C (stereo not drawn)	-19	96	-3	-2.5	-10	10	92	17	2
The results go on:
SMILES	DNA FID counter	MEKK3 PB1 HTS	GalR3 antagonist	CRFR2-BP ag	MEKK2mut PB1 HTS	NS3 helicase inh	MEKK2 WT-MEK5	SUMO HTRF inh	CRFBP-R2 block
S=c1nc(-c2cc(Cl)cc(Cl)c2)[nH][nH]1	1	100	-1	0.2	10	7	103	5	-11
CC(C)OC(=O)CSc1nc2cccnc2n1-c1ccc(F)cc1	-18	92	-5	1.5	-1	2	99	6	-17
COc1cccc(/C=C/C(=O)NCCc2ccc(OC)c(OC)c2)c1	-10	103	-2	-2.0	11	-11	108	9	3
Cc1cc(C)nc(Nc2nc(=O)c3ccccc3s2)n1	-8	108	-4	-0.7	8	-1	110	-32	0
COc1ccc(-c2cc(C)no2)cc1S(=O)(=O)Nc1cccc(CN2CCCC2)c1	8	103	-3	2.8	3	-9	113	17	-4
CCCn1c(=O)c(C(=O)NNS(=O)(=O)c2ccc(C)cc2)c(O)c2ccccc21	-9	109	0	-2.8	1	-1	106	-2	4
COc1cc(Br)cc2cc(C(=O)N3CCOCC3)c(=O)oc12	-2	93	3	0.5	0	3	98	2	21
Cc1ccccc1NC(=S)c1nc2ccccc2[nH]1	-6	96	-8	-1.5	-1	-40	98	-135	0
C/C(=N\NC(=S)NCc1ccccc1)c1ccc(Br)cc1	-6	103	5	-2.1	-2	-2	95	-22	-17
O=c1oc2ccccc2c(NCCO)c1[N+](=O)[O-]	4	88	-4	4.9	-5	-27	91	1	11
Cc1occc1C(=O)N/N=C/C=C/c1ccccc1	-3	104	-4	0.6	4	5	102	15	-2
CCOC(=O)c1c(C)[nH]c(C(=O)COC(=O)c2ccc(N3CCCC3=O)cc2)c1C	3	102	-1	-0.7	2	-2	102	-3	8
COc1ccc(C2C3C(=O)N(Cc4ccccc4)C(=O)C3ON2c2ccccc2)c(OC)c1OC (stereo not drawn)	-11	·	-4	0.7	·	-8	·	-2	7
Cc1ccc(OCC(=O)c2cc(C)n(CC(F)(F)F)c2C)c([N+](=O)[O-])n1	-1	100	-5	0.1	-5	-2	93	8	-1
O=C(NCCN1CCOCC1)c1ccc(-c2ccccc2)cc1	4	101	·	-1.4	7	-10	106	9	-7
COC(=O)c1c(NC(=O)C(=O)N2CCCCC2)sc2c1CC(C)(C)OC2	-43	103	-2	0.5	13	-4	109	-2	-13
COC(=O)c1c(NC(=S)Nc2ccc(C(=O)N3CCOCC3)cc2)sc2c1CCC2	-1	99	2	-1.7	-4	-1	100	17	0
O=S(=O)(O)C1CCNCC1	-1	99	·	·	-1	1	94	-19	·
Cc1ccc(C(=O)Nc2ccccc2C(=O)NCC2CCCO2)cc1 (stereo not drawn)	-24	100	-1	1.1	-1	15	103	-5	2
N#C/C(=C(/O)COc1ccc(Cl)cc1)c1nc2ccccc2s1	-12	99	14*	70*	4	18	93	9	72*
COc1ccc(-n2nc(C(=O)NCC(=O)N3CCOCC3)c3ccccc3c2=O)cc1Cl	-22	102	-8	0.7	2	0	107	-4	8
CCCCCCCC(=O)NNC(=O)c1c(O)c2ccccc2n(CC)c1=O	-6	97	-8	13	-4	0	94	-7	-5
Cc1nnc(Nc2ccc(S(N)(=O)=O)cc2)c2ccccc12	-5	97	-2	0.6	3	-1	100	17	3
O=c1[nH]c(=O)n(Cc2ccccc2)c2c1C(C(F)(F)F)(C(F)(F)F)N=C(c1ccco1)N2	-18	106	-3	3.0	4	15	103	-5	25
O=C(CSc1nnc(-c2ccccn2)n1Cc1ccccc1)Nc1ccc2c(c1)OCO2	-5	101	-4	-2.1	1	-3	102	15	44

Given as a markdown table: 4 of the compounds above
| Structure | DNA FID counter | MEKK3 PB1 HTS | GalR3 antagonist | CRFR2-BP ag | MEKK2mut PB1 HTS | NS3 helicase inh | MEKK2 WT-MEK5 | SUMO HTRF inh | CRFBP-R2 block |
| --- | --- | --- | --- | --- | --- | --- | --- | --- | --- |
| Cc1ccc(OCC(=O)c2cc(C)n(CC(F)(F)F)c2C)c([N+](=O)[O-])n1 | -1 | 100 | -5 | 0.1 | -5 | -2 | 93 | 8 | -1 |
| O=C(NCCN1CCOCC1)c1ccc(-c2ccccc2)cc1 | 4 | 101 | · | -1.4 | 7 | -10 | 106 | 9 | -7 |
| COC(=O)c1c(NC(=O)C(=O)N2CCCCC2)sc2c1CC(C)(C)OC2 | -43 | 103 | -2 | 0.5 | 13 | -4 | 109 | -2 | -13 |
| COC(=O)c1c(NC(=S)Nc2ccc(C(=O)N3CCOCC3)cc2)sc2c1CCC2 | -1 | 99 | 2 | -1.7 | -4 | -1 | 100 | 17 | 0 |

More entries:
SMILES	DNA FID counter	MEKK3 PB1 HTS	GalR3 antagonist	CRFR2-BP ag	MEKK2mut PB1 HTS	NS3 helicase inh	MEKK2 WT-MEK5	SUMO HTRF inh	CRFBP-R2 block
Cc1cnc(NC(=O)CSc2nnc3ncccn23)s1	-4	100	-8	-1.0	6	18	103	19	-3
O=c1oc(/C=C/c2ccco2)nc2sc3c(c12)CCC3	-1	·	0	10	·	24	·	32	-32
CCN(CC)S(=O)(=O)c1cc(NC(=O)C(C)N2CCc3ccccc32)ccc1C (stereo not drawn)	-19	99	1	-3.0	-3	-16	98	8	17
Cc1cc(S(=O)(=O)/N=C(\N)c2ccc(C(N)=O)cc2)cc(C)c1F	-10	105	-1	-0.4	10	1	106	12	-6
Cn1ccnc1SCC(=O)Nc1ccc2nc(SCC(=O)NC3CC3)sc2c1	-11	107	·	1.9	2	-2	104	18	-12
CN(Cc1ccccc1)C(=O)CCS(=O)(=O)c1ccc2c(c1)NC(=O)CS2	-28	107	·	-2.1	6	9	103	14	-5
Cc1ccc(-n2nc3c(=O)n(C(C)C(=O)NCCc4cccs4)nc(C)c3c2C)cc1 (stereo not drawn)	-33	100	·	-1.2	3	2	97	·	-7
NC1=NC(=O)/C(=C/c2cc(Br)c(O)c(Br)c2)S1	-3	103	-9	9.6	2	22	100	-5	-11
O=C(/C=C/c1cccs1)NCc1ccc2c(c1)OCO2	-13	91	-6	-0.5	-2	12	94	14	12
COCCCNC(=O)CCn1c(=O)c2ccccc2n(CC(=O)NCCC2=CCCCC2)c1=O	-9	97	-6	-1.3	-7	-16	95	-3	24
Fc1ccc(CSc2nnc(-c3cccnc3)o2)cc1	-9	91	-6	-0.7	-3	-1	90	2	7
O=C(Nc1cc(C(F)(F)F)ccc1N1CCOCC1)c1ccc2ccccc2n1	23	106	-2	1.0	6	21	103	14	-1
O=C(CSc1ncnc2sccc12)Nc1ccccc1F	-2	97	1	-2.0	-2	-2	93	0	3
O=C(CC1C(=O)NCCN1C(=O)Nc1ccccc1)Nc1cc(Cl)cc(Cl)c1 (stereo not drawn)	0	101	-3	0.9	-2	-29	98	-19	-3
COc1cc(N(C)C)c([N+](=O)[O-])cc1C(=O)NC(C)CNc1ccc([N+](=O)[O-])cc1Cl (stereo not drawn)	5	88	-8	4.1	0	4	96	15	7
C/C(=N\Nc1ccc(C(=O)c2c(C)cc3ccccn23)cc1[N+](=O)[O-])c1ccc(O)cc1	-3	92	-3	-1.6	0	1	77	-28	2
CCCn1nc(C(=O)OCn2nnc3ccccc3c2=O)c2ccccc2c1=O	0	109	-8	-1.4	5	1	95	20	-18
COc1ccc(-c2c(C)nn3c(N4CCCCCC4)cc(C)nc23)cc1OC	-20	105	-4	-1.7	4	-24	106	-8	56*
Cc1noc(C)c1CN(C(=S)NC(C)C)c1ccccc1	-5	101	-4	0.2	7	-8	109	3	18
COc1ccccc1CNC(=O)CCNS(=O)(=O)c1ccc2[nH]c(=O)oc2c1	-2	102	0	-0.7	2	-8	101	9	7
COc1ccc(/C=N/NC(=O)c2[nH]nc3c2CCc2ccccc2-3)cc1OC	-8	99	-1	-1.3	9	-6	117	7	-12
O=C(CSc1n[nH]c(-c2cccnc2)n1)Nc1ccc([N+](=O)[O-])cc1	3	101	2	-0.2	4	-5	101	17	11
Cn1nnnc1SCc1nnc(-c2ccc(Cl)cc2)o1	1	101	4	1.6	1	-1	96	1	8
